NALP1 yeast inh: inhibitors of NALP1 inflammasome in yeast; AID 2071; 280,000 compounds, 0.61% hits; S. cerevisiae NALP1/ASC/caspase-1 growth, X-gal OD620, 72 h; inhibition, % at 10 µM; in the data active means inhibition mostly above about 24%, no sharp cut-off; inactive means mostly below about 32%; further: some compounds called inactive have numbers as strong as hits
IMP-1 inhibitor: inhibitors of Pseudomonas aeruginosa IMP-1 metallo-beta-lactamase. AID 1556. inhibition, % at 5.6 µM. 290,000 compounds, 0.45% hits. purified IMP-1, nitrocefin hydrolysis, epi-absorbance fluorescence;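 active means inhibition above the mean plus 3 SD of all compounds in the same screening run, cut at about 4.5% in these data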;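 further: 0% = IMP-1 with DMSO and 100% = DMSO wells lacking enzyme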
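Test system: recombinant IMP-1 enzyme, purified / Medium: HEPES buffer pH 7.1 with ZnSO4 and Brij 35 / Doses: single dose, 5.6 µM / Times: 25 °C, 15 min preincubation, 25 min reaction / Detection: Epi-absorbance via hydrolysed-nitrocefin quenching of white-plate fluorescence, 480/530 nm, EDTA stop / Evaluation: percent inhibition from optical density relative to buffer-blank wells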
IDE inh: cellular human IDE inhibition; P14735; AID 434962; HEK cells, FAbetaB cleavage, fluorescence polarization; 320,000 compounds, 0.41% hits; inhibition, % at 5.59 µM;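 active means percent inhibition above the average of all tested compounds plus 3 SD, set per screening campaign, cut at about 16% in these data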;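 further: IDE supplied by intact live HEK cells; FP after avidin binding of uncleaved biotin substrate so inhibition keeps polarization high; 0% = DMSO wells and 100% = 60 µM reference IDE inhibitor Ii1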
PHOSPHO1 inh: blocks human PHOSPHO1 phosphatase activity | recombinant PHOSPHO1, absorbance phosphatase assay | inhibition, % at 13.3 µM | 290,000 compounds, 1.1% hits | AID 1565; in the data active means inhibition above about 60%
Target sequence (Q8TCT1 whole entry, looked up): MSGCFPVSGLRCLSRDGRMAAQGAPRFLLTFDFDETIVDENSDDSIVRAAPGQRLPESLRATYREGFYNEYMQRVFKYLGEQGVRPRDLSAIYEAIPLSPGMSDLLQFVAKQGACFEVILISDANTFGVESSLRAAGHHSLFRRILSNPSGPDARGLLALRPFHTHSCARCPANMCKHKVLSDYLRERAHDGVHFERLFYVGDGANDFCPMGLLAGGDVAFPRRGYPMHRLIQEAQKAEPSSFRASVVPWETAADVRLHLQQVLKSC
VIM-2 inhibitor: inhibitors of Pseudomonas aeruginosa VIM-2 metallo-beta-lactamase. purified VIM-2, nitrocefin hydrolysis, epi-absorbance fluorescence. inhibition, % at 5.6 µM. 290,000 compounds, 0.89% hits;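 active means inhibition above the mean of all tested compounds plus 3 SD, cutoff set per screening run, cut at about 7.5% in these data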;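 further: red hydrolysis product quenches plate fluorescence so inhibitors raise well fluorescence; 0% = enzyme with DMSO and 100% = DMSO without enzyme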
GPR7 antagonist: antagonists of human GPR7 (neuropeptides B/W receptor 1). GPR7-expressing cells, fluorescence antagonist assay. AID 1861. 290,000 compounds, 1.1% hits. inhibition, % at 4.4 µM; in the data active means inhibition above about 16%, passing the limit was not always enough;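 further: cells stimulated with the agonist NPW; 0% = agonist with vehicle and 100% = vehicle without agonist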
Target sequence (P48145 whole entry, looked up): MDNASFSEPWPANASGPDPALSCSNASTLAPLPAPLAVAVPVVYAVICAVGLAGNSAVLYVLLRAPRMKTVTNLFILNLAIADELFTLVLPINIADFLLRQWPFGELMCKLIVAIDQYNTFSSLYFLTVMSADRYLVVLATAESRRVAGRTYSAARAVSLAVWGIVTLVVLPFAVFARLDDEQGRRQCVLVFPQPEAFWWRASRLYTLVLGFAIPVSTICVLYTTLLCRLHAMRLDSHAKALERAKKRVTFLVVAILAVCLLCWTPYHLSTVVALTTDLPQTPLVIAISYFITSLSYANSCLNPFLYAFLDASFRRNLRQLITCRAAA
p-CIP stab down: compounds decreasing mouse p/CIP protein stability. decrease of EGFP signal, % at 10 µM. 290,000 compounds, 0.01% hits. AID 1984. F442A p/CIP-EGFP cells, EGFP fluorescence, 16 h;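 active means EGFP signal decrease of at least 30% at 10 µM or well 3 SD below plate mean, unless failing retest; inactive means the rest, including hits failing retest or dose response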; further: some compounds called inactive have numbers as strong as hits; many of its hits are not listed in these tables
IDE act: IDE (human) activation, cell-based; P14735; HEK cells, FAbeta-B cleavage, fluorescence polarization; 0% vehicle, 100% cell-free pure enzyme wells; activation, % at 5.96 µM; 340,000 compounds, 0.073% hits; AID 493087;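 active means activation above the mean of all tested compounds plus 3 SD, set per screening campaign, cut at about 17% in these data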
PfM18AAP inh: blocks P. falciparum M18 aspartyl aminopeptidase; recombinant PfM18AAP, H-Glu-NHMec fluorogenic cleavage; inhibition, % at 7.35 µM; 290,000 compounds, 1.2% hits;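 active means inhibition above the campaign mean inhibition over all tested compounds plus 3 SD, cut at about 28% in these data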;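 further: 0% = plate median of test compound wells and 100% = 2 mM ZnCl2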
* = called active by the depositor.

How did COP(=O)(CN(Cc1ccccc1)C(=S)Nc1c(C)cccc1C)OC do in these assays?
NALP1 yeast inh: -3; IMP-1 inhibitor: -3.4; IDE inh: -3; PHOSPHO1 inh: 16; VIM-2 inhibitor: 3.8; GPR7 antagonist: 0; p-CIP stab down: -7; IDE act: 3; PfM18AAP inh: -3

How did O=C(CCCN1C(=O)c2cccc3cccc(c23)C1=O)Nc1ccon1 do in these assays?
NALP1 yeast inh: -1; IMP-1 inhibitor: -2.4; IDE inh: -2; PHOSPHO1 inh: 52; VIM-2 inhibitor: -3.0; GPR7 antagonist: -4; p-CIP stab down: -2; PfM18AAP inh: -3

How did O=C1CCNc2ccc(-c3ccccc3)cc21 do in these assays?
NALP1 yeast inh: 42; IMP-1 inhibitor: -0.1; IDE inh: -2; PHOSPHO1 inh: 7; VIM-2 inhibitor: 0.3; GPR7 antagonist: -2; p-CIP stab down: 2; IDE act: 7; PfM18AAP inh: 5

How did COc1ccc(CNC(=O)CN2C(=O)CSc3ccc(S(=O)(=O)N4CCCCC4)cc32)cc1 do in these assays?
NALP1 yeast inh: 15; IMP-1 inhibitor: -2.0; IDE inh: -8; PHOSPHO1 inh: 32; VIM-2 inhibitor: -1.8; GPR7 antagonist: 4; p-CIP stab down: -5; IDE act: 0; PfM18AAP inh: -1

Results for Cc1ccc(S(=O)(=O)N2CCN(c3nc(C)c4c(c3C#N)CC(C)(C)OC4)CC2)cc1 ?
NALP1 yeast inh: 18; IMP-1 inhibitor: -3.1; PHOSPHO1 inh: 5; VIM-2 inhibitor: -5.1; GPR7 antagonist: -1; p-CIP stab down: -12; IDE act: 2; PfM18AAP inh: 0

What do the screens show for `CCOC(=O)Cc1c(Cl)c2ccccc2[nH]c1=O`?
NALP1 yeast inh: 12; IMP-1 inhibitor: -0.8; IDE inh: 2; PHOSPHO1 inh: 38; VIM-2 inhibitor: -1.9; GPR7 antagonist: -17; p-CIP stab down: -14; IDE act: 4; PfM18AAP inh: 5

Results for CC(OC(=O)C12CC3CC(CC(O)(C3)C1)C2)C(N)=O (configuration not stated) ?
NALP1 yeast inh: 20; IMP-1 inhibitor: 1.9; IDE inh: 7; PHOSPHO1 inh: -7; VIM-2 inhibitor: 0.2; GPR7 antagonist: 9; p-CIP stab down: -3; IDE act: 4; PfM18AAP inh: -7

What do the screens show for `COc1ccc(-c2cc(=O)[nH]c(=O)[nH]2)cc1`?
NALP1 yeast inh: -89; IMP-1 inhibitor: -0.2; IDE inh: -1; PHOSPHO1 inh: 4; VIM-2 inhibitor: -2.1; GPR7 antagonist: -7; p-CIP stab down: -5; IDE act: 7; PfM18AAP inh: 7

How did CSc1nnc(-c2ccccc2)c(-c2ccccc2)n1 do in these assays?
NALP1 yeast inh: -17; IMP-1 inhibitor: -3.5; IDE inh: -1; PHOSPHO1 inh: -3; VIM-2 inhibitor: -4.6; GPR7 antagonist: -20; p-CIP stab down: -7; IDE act: 13; PfM18AAP inh: 3

How did COc1ccc(C2c3c(oc4ccccc4c3=O)C(=O)N2c2ccccn2)cc1 (configuration not stated) do in these assays?
NALP1 yeast inh: -7; IMP-1 inhibitor: -3.1; IDE inh: 3; PHOSPHO1 inh: 3; VIM-2 inhibitor: -0.3; GPR7 antagonist: -1; p-CIP stab down: -14; IDE act: 0; PfM18AAP inh: -2

How did COC(=O)c1ccc(CN2CCN(Cc3ccccc3)C(CCO)C2)cc1 (configuration not stated) do in these assays?
NALP1 yeast inh: -9; IMP-1 inhibitor: -1.8; IDE inh: 6; PHOSPHO1 inh: 35; VIM-2 inhibitor: 0.3; GPR7 antagonist: -9; p-CIP stab down: -11; IDE act: -4; PfM18AAP inh: -13

What do the screens show for `COC(=O)C1C(O)C(C)C(O)C(C)(O)/C=C\C=C(/C)C(=O)Nc2c(C)c(OC(C)=O)c3c(c2O)C(=O)C(C)=C2OCOC(=C23)/C(C)=C/C(C)(O)C(O)C(C)C1O` (configuration not stated)?
NALP1 yeast inh: 12; IMP-1 inhibitor: -3.1; IDE inh: -2; PHOSPHO1 inh: 38; VIM-2 inhibitor: -2.8; GPR7 antagonist: -10; p-CIP stab down: 4; IDE act: -5; PfM18AAP inh: 23

How did O=c1[nH]cccc1-c1nc2ccccc2n1Cc1cccc(F)c1 do in these assays?
NALP1 yeast inh: 11; IMP-1 inhibitor: -2.2; IDE inh: 3; PHOSPHO1 inh: 34; VIM-2 inhibitor: -3.8; GPR7 antagonist: -6; p-CIP stab down: 0; IDE act: 4; PfM18AAP inh: 1

How did CCOc1ccc(N(C(=O)c2snc(C(N)=O)c2N)C(C(=O)NCC2CCCO2)c2c[nH]c3ccccc23)cc1 (configuration not stated) do in these assays?
NALP1 yeast inh: 14; IMP-1 inhibitor: -2.2; IDE inh: -4; PHOSPHO1 inh: 26; VIM-2 inhibitor: -1.6; GPR7 antagonist: 5; p-CIP stab down: -3; IDE act: 4; PfM18AAP inh: 3

What do the screens show for `CCCc1cc(C(=O)N2CCN(c3ccc(C(F)(F)F)cn3)CC2)sc1C`?
NALP1 yeast inh: 13; IMP-1 inhibitor: -2.1; IDE inh: 16*; PHOSPHO1 inh: 30; VIM-2 inhibitor: -1.0; GPR7 antagonist: -7; p-CIP stab down: -1; IDE act: -29; PfM18AAP inh: 2

How did COc1ccc([C@@H]2Sc3cc(OC)ccc3N(CCN(C(C)C)C(C)C)C(=O)[C@H]2OC(C)=O)cc1 do in these assays?
NALP1 yeast inh: -87; IMP-1 inhibitor: -3.5; IDE inh: -2; PHOSPHO1 inh: -10; VIM-2 inhibitor: -1.7; GPR7 antagonist: -2; p-CIP stab down: 1; IDE act: 1; PfM18AAP inh: 7

Results for CC(C)n1nnnc1SCC(=O)NCCc1ccccc1 ?
NALP1 yeast inh: 5; IMP-1 inhibitor: -1.5; IDE inh: 1; PHOSPHO1 inh: 33; VIM-2 inhibitor: -2.8; GPR7 antagonist: -4; p-CIP stab down: 6; IDE act: 2; PfM18AAP inh: -1

Results for CCN(C1CCCCC1)S(=O)(=O)c1ccc(S(=O)(=O)NCCc2ccncc2)cc1 ?
NALP1 yeast inh: 42; IMP-1 inhibitor: -1.2; IDE inh: 1; PHOSPHO1 inh: -6; VIM-2 inhibitor: -1.1; GPR7 antagonist: -2; p-CIP stab down: -24; IDE act: 1; PfM18AAP inh: -8

What do the screens show for `O=C1CSC(c2ccc3c(c2)OCO3)N1c1ccc(Oc2ccccc2)cc1` (configuration not stated)?
NALP1 yeast inh: 8; IMP-1 inhibitor: 0.1; IDE inh: 6; PHOSPHO1 inh: 40; VIM-2 inhibitor: -0.7; GPR7 antagonist: 9; p-CIP stab down: -6; IDE act: 1; PfM18AAP inh: -2

How did O=C(NC(=S)N(CCc1ccccc1)CCc1ccccc1)c1ccco1 do in these assays?
NALP1 yeast inh: 19; IMP-1 inhibitor: 0.3; IDE inh: 2; PHOSPHO1 inh: 11; VIM-2 inhibitor: -2.6; GPR7 antagonist: 5; p-CIP stab down: 9; IDE act: 6; PfM18AAP inh: 4

How did Cc1ccc(NC(=O)C2CCN(C(=O)NC3CCCCC3)CC2)cc1Cl do in these assays?
NALP1 yeast inh: -22; IMP-1 inhibitor: -4.8; IDE inh: 2; PHOSPHO1 inh: -7; VIM-2 inhibitor: -2.2; GPR7 antagonist: -14; p-CIP stab down: -3; IDE act: -2; PfM18AAP inh: -2

Results for CC(=O)Nc1ccc(S(=O)(=O)NCc2ccccn2)cc1 ?
NALP1 yeast inh: 10; IMP-1 inhibitor: -0.7; IDE inh: 6; PHOSPHO1 inh: 9; VIM-2 inhibitor: -3.1; GPR7 antagonist: -5; p-CIP stab down: 8; IDE act: 6; PfM18AAP inh: -14

How did CCN(CC)c1cccc(OCC(=O)N(C)CCC#N)c1 do in these assays?
NALP1 yeast inh: 11; IMP-1 inhibitor: 1.4; IDE inh: -2; PHOSPHO1 inh: 6; VIM-2 inhibitor: -0.4; GPR7 antagonist: -2; p-CIP stab down: -21; IDE act: 0; PfM18AAP inh: 14

Results for C=CCN(c1ccccc1Cl)S(=O)(=O)c1cc(C(=O)N2CCCC2)ccc1Cl ?
NALP1 yeast inh: 32; IMP-1 inhibitor: 0.0; IDE inh: 1; PHOSPHO1 inh: 24; VIM-2 inhibitor: 1.5; GPR7 antagonist: 3; p-CIP stab down: -1; IDE act: 1; PfM18AAP inh: -2

How did O=C(COC(=O)c1ccc(O)cc1)Nc1cc(C(F)(F)F)ccc1Cl do in these assays?
NALP1 yeast inh: 6; IMP-1 inhibitor: -3.9; IDE inh: -1; PHOSPHO1 inh: 27; VIM-2 inhibitor: -0.3; GPR7 antagonist: 1; p-CIP stab down: -6; IDE act: 2; PfM18AAP inh: -1

Results for COc1ccc(/C=C(\NC(=O)c2ccco2)C(=O)NCc2ccco2)cc1 ?
NALP1 yeast inh: -9; IMP-1 inhibitor: -1.1; IDE inh: 1; PHOSPHO1 inh: 40; VIM-2 inhibitor: -1.5; GPR7 antagonist: 6; p-CIP stab down: -6; IDE act: 3; PfM18AAP inh: 5

What do the screens show for `CC(=O)c1cccc(CN(C)CC2CCCN(CCc3ccccc3C)C2)c1` (configuration not stated)?
NALP1 yeast inh: -8; IMP-1 inhibitor: -4.5; VIM-2 inhibitor: -1.9; GPR7 antagonist: -17; p-CIP stab down: -2; IDE act: -1; PfM18AAP inh: 2

What do the screens show for `O=C(CN1C(=O)c2cccc([N+](=O)[O-])c2C1=O)N1CCN(c2ccc(F)cc2)CC1`?
NALP1 yeast inh: -6; IMP-1 inhibitor: -1.6; IDE inh: -6; PHOSPHO1 inh: -20; VIM-2 inhibitor: 2.7; GPR7 antagonist: 6; p-CIP stab down: 5; IDE act: 1; PfM18AAP inh: -9

How did CCOC(=O)N/N=C/c1ccc(F)cc1 do in these assays?
NALP1 yeast inh: 22; IMP-1 inhibitor: -1.0; IDE inh: -6; PHOSPHO1 inh: 24; VIM-2 inhibitor: -0.7; GPR7 antagonist: 5; p-CIP stab down: -11; IDE act: 2; PfM18AAP inh: -8

How did CCCCC(=O)N1CCN(c2ccc(OC)cc2[N+](=O)[O-])CC1 do in these assays?
NALP1 yeast inh: 28; IMP-1 inhibitor: -2.0; IDE inh: 0; PHOSPHO1 inh: 0; VIM-2 inhibitor: -0.7; GPR7 antagonist: -8; p-CIP stab down: 0; IDE act: -1; PfM18AAP inh: -2

Results for O=C(Cn1nc(C(F)(F)F)cc1C1CC1)Nc1ccccc1F ?
NALP1 yeast inh: 31; IMP-1 inhibitor: -2.7; IDE inh: -2; PHOSPHO1 inh: 9; VIM-2 inhibitor: 1.4; GPR7 antagonist: -5; p-CIP stab down: 1; IDE act: -4; PfM18AAP inh: -10

Results for O=C(Nc1ccc(F)cc1F)NC1CC(=O)N(Cc2ccccc2)C1 (configuration not stated) ?
NALP1 yeast inh: -3; IMP-1 inhibitor: -3.4; IDE inh: 1; PHOSPHO1 inh: -4; VIM-2 inhibitor: -0.8; GPR7 antagonist: -4; p-CIP stab down: -7; IDE act: 3; PfM18AAP inh: 5

Bioassay records deposited in PubChem by several laboratories.

Random draw from the library; overall some 5.3% were active at least once.
